Bioassay records deposited in PubChem BioAssay by several laboratories.
TRPC6 inhibitor = mouse TRPC6 channel inhibition | HEK293-TRPC6, membrane potential dye, ACh-evoked depolarization; active compounds read low | B-score at 10 µM | actives 1.1% (n = 310,000) | Q61143;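 active = B-score under library mean minus 3 SD, initial fluorescence not abnormally high, positive integrated signal ratio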;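 also: B-score derived from integrated fluorescence ratio over the kinetic read; more negative B-score means stronger inhibition of depolarization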
MrgX1 agonist = human MrgX1 receptor agonism, primary screen. MrgX1-HEK293 cells, Fluo-4 calcium fluorescence, agonist mode; active compounds read high. B-score at 10 µM. actives 0.44% (n = 310,000);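 active = calcium response B-score plate-corrected fluorescence ratio at least 3 library SD, with starting fluorescence B-score inside 5 SD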
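Test system: HEK293 cells stably expressing human MrgX1 receptor; amount: 15,000 cells per well; doses: compound delivered in addition one of three; times: overnight plating before 1 h dye loading; detection: Fluo-4 NW calcium-flux fluorescence, kinetic read; read-out basis: B-scored fluorescence response ratio; controls: positive and negative controls per plate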
RGS4 pot = potentiators or activators of RGS4; HEK293 M3R/inducible RGS4, carbachol calcium flux Fluo4; active compounds read low; B-score at 10 µM; actives 0.92% (n = 310,000);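 active = B-score of the integrated calcium signal more than 4 SD below the library mean, with starting fluorescence not abnormally high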;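 also: negative B-score means reduced calcium response which marks RGS4 activation or potentiation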
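Detection: kinetic calcium fluorescence imaging with Fluo4-AM dye, 2 µM / Material: HEK293 cells with stable M3R and inducible RGS4 / Schedule: recording 10 s baseline at 1 Hz, 100 s post-agonist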
MrgX1 antagonist = human MrgX1 receptor antagonism, primary screen; Q96LB2; MRGX1-HEK293 calcium flux, Fluo-4, BAM8-22 antagonism; active compounds read low; B-score at 10 µM; actives 1.3% (n = 310,000);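 active = calcium-response B-score plate-corrected more than 3 library SD below zero, starting fluorescence within 5 deviations, no agonist response on first addition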;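 also: peak minus trough fluorescence over baseline after final BAM8-22 challenge near maximal dose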
TRPC4 inh = inhibitors of mouse TRPC4 channel | Q9QUQ5 | HEK293 TRPC4beta/mu-opioid, DAMGO-evoked Fluo4 calcium flux; active compounds read low | B-score at 10 µM | actives 0.39% (n = 300,000);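 active = B-score over 3 SD under the library average, no early fluorescence shift, positive overall ratio signal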
Target sequence (Q9QUQ5 whole entry, looked up): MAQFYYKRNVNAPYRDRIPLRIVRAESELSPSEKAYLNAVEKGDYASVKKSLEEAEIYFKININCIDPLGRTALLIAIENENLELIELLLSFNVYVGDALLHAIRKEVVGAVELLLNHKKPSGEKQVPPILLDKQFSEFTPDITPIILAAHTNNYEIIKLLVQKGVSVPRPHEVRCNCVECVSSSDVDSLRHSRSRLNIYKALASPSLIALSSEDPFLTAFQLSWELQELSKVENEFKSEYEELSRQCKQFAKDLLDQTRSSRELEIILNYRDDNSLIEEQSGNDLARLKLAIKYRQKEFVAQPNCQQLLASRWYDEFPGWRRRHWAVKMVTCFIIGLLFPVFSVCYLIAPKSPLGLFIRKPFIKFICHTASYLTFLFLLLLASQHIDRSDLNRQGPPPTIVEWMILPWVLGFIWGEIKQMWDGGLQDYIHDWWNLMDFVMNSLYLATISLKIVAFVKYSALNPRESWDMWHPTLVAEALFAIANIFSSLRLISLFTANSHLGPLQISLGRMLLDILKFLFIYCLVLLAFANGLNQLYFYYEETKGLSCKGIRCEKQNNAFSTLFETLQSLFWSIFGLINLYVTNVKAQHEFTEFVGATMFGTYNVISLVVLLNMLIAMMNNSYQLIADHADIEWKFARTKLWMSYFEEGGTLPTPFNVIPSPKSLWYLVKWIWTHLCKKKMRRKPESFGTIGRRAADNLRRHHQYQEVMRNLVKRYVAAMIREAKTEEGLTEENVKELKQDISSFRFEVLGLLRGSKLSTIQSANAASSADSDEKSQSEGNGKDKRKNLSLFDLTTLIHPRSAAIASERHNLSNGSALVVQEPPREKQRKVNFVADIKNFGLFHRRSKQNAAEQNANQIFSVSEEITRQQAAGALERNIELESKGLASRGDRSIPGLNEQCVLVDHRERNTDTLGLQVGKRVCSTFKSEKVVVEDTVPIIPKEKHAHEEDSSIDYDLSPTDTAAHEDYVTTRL
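Assay system: Stable TRPC4beta/mu-opioid receptor HEK293 cells | Reagent: DAMGO in two steps, submaximal then maximal | Compound dosing: Single concentration per test compound | Signal: Fluo4 Ca2+ flux fluorescence | Evaluation: Per-well B score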
TRPC6 act = activators of mouse TRPC6 channel; Q61143; HEK293-TRPC6 membrane potential dye fluorescence; active compounds read high; B-score at 10 µM; actives 0.13% (n = 310,000);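 active = B-score of the integrated fluorescence ratio above library mean plus 3 SD, and starting fluorescence ratio within library mean plus 5 SD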;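 also: higher score means more depolarization so channel activation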
HIF activator = HIF pathway transcriptional activation; U2OS HRE-luciferase reporter, luminescence; normalized: DMSO 0%, desferrioxamine 100%; activation, % at 7.5 µM (by protocol); actives 0.32% (n = 300,000); AID 1910;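 active = mean activation of at least 10% of the iron chelator positive control signal, with at least half of replicates also reaching 10%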
MrgX1 allo act = human MrgX1 positive allosteric modulation, primary screen; MrgX1-HEK293, Fluo-4 calcium flux, FDSS; active compounds read high; B-score at 10 µM; actives 0.63% (n = 310,000);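 active = plate-corrected calcium response at least 3 library SD above typical, normal starting fluorescence, not activating the receptor alone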;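 also: compound read alongside a low EC10 to EC30 dose of BAM8-22 agonist; peak minus trough fluorescence over baseline measured at the second addition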
Platelet DG rel = platelet dense granule release activity | inhibition, %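 (compounds screened at 7.5 µM in platelet-rich plasma)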 | human platelet-rich plasma, SFLLRN dense granule ATP release, luminescence | actives 0.22% (n = 300,000);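 active = mean replicate score, as percent of positive control, at or above 50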
SKKanGAS inh = blocks kanamycin growth of S. pyogenes SKKanGAS strain | BacTiter-Glo, 6 h | actives 1.3% (n = 300,000) | AID 1662 | inhibition, % at 7.5 µM;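 active = mean replicate score, as percent of positive control median, at least 50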;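 also: strain carries kanamycin resistance gene driven by streptokinase promoter and grows in 40 µg/ml kanamycin; loss of luminescence reflects streptokinase promoter inhibition or plain growth inhibition; 0% = median of DMSO wells and 100% = positive control at its reference dose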
RGS4 inh = human RGS4 inhibition; HEK293 M3R/RGS4 inducible, Fluo-4 calcium flux; active compounds read high; triggered by carbachol at its EC20; B-score at 10 µM; actives 0.45% (n = 310,000); AID 463165;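 active = B-score, a plate-corrected calcium signal, over three deviations above library mean, with baseline fluorescence within five deviations of library mean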;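 also: RGS4 expression induced by doxycycline in cells with stable M3 receptor; B-score is computed from the integrated fluorescence ratio over baseline after carbachol; higher B-score means a larger calcium signal and so more RGS4 inhibition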
* hit, by the source's call; i = inactive; · = not tested or not shown; & = joins results of further samples.

SMILES | TRPC6 inhibitor | MrgX1 agonist | RGS4 pot | MrgX1 antagonist | TRPC4 inh | TRPC6 act | HIF activator | MrgX1 allo act | Platelet DG rel | SKKanGAS inh | RGS4 inh
CSc1ncc(CN2CCc3c([nH]c4ccccc34)C2c2cccc(C)n2)cn1 (stereo not drawn) | i | i | i | i | i | i | 0.6 | i | -5.0 | 4.5 | i
CC(=O)Nc1nonc1-n1nnc(C(=O)NCc2ccccc2)c1C | i | i | i | i | i | i | 0.6 | i | 0.1 | -2.1 | i
CCCc1nnc(SCC(=O)N2CCOCC2)n1Cc1ccco1 | i | i | i | i | i | i | -1.7 | i | -0.2 | -0.6 | i
CCOc1ccc(CNC(=O)CCS(=O)(=O)Cc2ccccc2C)cc1OC | i | i | i | i | i | i | · | i | -1.2 | 3.7 | i
CC(=O)C1=NN(c2ccccc2)C(c2cccs2)N1c1ccccc1 (stereo not drawn) | i | i | i | i | i | i | · | i | · | · | i
Cc1ccc(-c2nn(-c3ccccc3)cc2CSC(=N)N)cc1 | i | 43* | i | i | i | i | -4.6 | i | -1.4 | 7.6 | i
Cc1ccc(-n2c(Cc3cccn3C)nnc2SCC(N)=O)cc1 | i | i | i | i | i | i | -0.4 | i | -2.4 | 0.9 | i
Cn1cnnc1SCC(=O)Nc1ccc(Br)cc1F | i | i | i | i | i | i | 0.3 | i | 1.1 | -15.9 | i
CCOc1ccccc1CN1CCN(C2CCN(c3ccccc3F)CC2)CC1CCO (stereo not drawn) | i | i | i | i | i | i | -0.9 | i | 6.2 | 2.8 | i
Cc1ccc2c(c1)c(C)c(C)n2CC(O)Cn1nc(C)cc1C (stereo not drawn) | i | i | i | i | i | i | 0.9 | i | 5.9 | 0.0 | i
O=C(CCNC(=O)c1ccc(Br)cc1)Nc1ccc(S(=O)(=O)Nc2ncccn2)cc1 | i | i | i | i | i | i | -0.1 | i | 2.6 | 5.2 | i
CC(C)(C)OC(=O)N1CCOCCOCCN(C(=O)OC(C)(C)C)CCOCC1 | i | i | i | i | i | i | -0.1 | i | -0.1 | -1.7 | i
Oc1ccc(Br)cc1-c1nc2cnccn2c1NC1CCCC1 | i | i | i | i | i | i | 0.7 | i | 10.6 | 22.3 | i
CC(=O)c1c(C)[nH]c(C(=O)CSc2nnc(-c3cccs3)n2Cc2ccccc2)c1C | i | i | i | i | i | i | 0.3 | i | 14.8 | 9.6 | i
CC1=CC(=O)C(C(C)C)=C/C1=C(\c1cc(C(C)C)c(OP(=O)(O)O)cc1C)c1ccccc1C(=O)O | i | i | i | i | i | i | 2.0 | i | 0.0 | 3.1 | i
COc1ccnc2c1c(=O)n(Cc1ccccc1Cl)c(=O)n2C | i | i | i | i | i | i | 0.0 | i | 1.6 | 1.5 | i
O=C(O)c1ccc(Nc2cnc3ccccc3n2)cc1 | i | i | i | i | i | i | 0.3 | i | 26.5 | 1.2 | i
CCOc1ccc(C2CC(=O)NC2=O)cc1 (stereo not drawn) | i | i | i | i | i | i | -1.9 | i | -1.2 | -2.7 | i
C#CC(C)(C)NC(=S)NC1CC2C=CC1C2 (stereo not drawn) | i | i | i | i | i | i | -0.6 | i | 3.3 | -7.4 | i
O=C(CN1CCN(Cc2ccc3c(c2)OCO3)CC1)Nc1ccc(F)cc1 | i | i | i | i | i | i | · | i | -23.2 | -7.2 | i
C/C(=N\NC(=O)c1cccc2ccccc12)c1cccnc1 | i | · | i | · | i | i | 0.1 | · | -2.3 | -6.6 | i
Cc1ccnc(NS(=O)(=O)c2ccc(NS(=O)(=O)c3ccc(Br)cc3)cc2)n1 | i | i | i | i | i | i | 0.4 | i | -6.6 | 7.1 | i
COc1ccc(/C=C2\SC(=S)N(CCCC(=O)Nc3ccc(C(=O)O)cc3)C2=O)cc1OC | i | i | i | i | i | i | -1.1 | i | -0.8 | 16.3 | i
O=C(c1ccccc1)c1ccc(CN2C(=O)c3ccccc3C2=O)o1 | i | i | i | -5.16* | i | i | · | i | -1.9 | -8.1 | i
CCSc1ncc(Cl)c(C(=O)N(Cc2ccc(N(C)C)cc2)C2CCS(=O)(=O)C2)n1 (stereo not drawn) | i | · | i | · | i | i | -0.8 | · | 12.8 | -0.5 | i
COC(=O)c1ccc(C(=O)OC)c(NC(=S)N2CCCC2)c1 | i | i | i | i | i | i | 0.9 | i | 3.0 | -1.8 | i
COc1ccc(CNC(=O)c2ccc(Br)cc2)cc1 | i | i | i | i | i | i | 1.0 | i | 8.6 | 16.7 | i
Cc1nn(CC(=O)NCc2ccc(C(=O)O)cc2)c(C)c1[N+](=O)[O-] | i | i | i | i | i | i | -0.1 | i | -7.1 | -1.7 | i
O=C(O)CSc1nnc(CNc2cccc(C(F)(F)F)c2)n1Cc1ccco1 | i | i | i | -7.36* | i | i | -0.8 | i | -7.2 | 6.4 | i
O=[N+]([O-])C1=CC=C2C(=NC3(CCCCC3)N2O)C1=NCCc1ccccc1 | i | · | i | · | i | i | 0.1 | · | -3.2 | 15.9 | i
CC(C)C[C@@H](CSc1ccc(Br)cc1)N1CCN(CC(C)C)CCC1=O | i | i | i | i | i | i | 3.3 | i | -4.4 | 4.6 | i
Cc1ccc(S(=O)(=O)Cc2c(C)noc2C)cc1 | i | i | i | i | i | i | -0.3 | i | 13.0 | 1.9 | i
CCC1C(=O)N=C(SCC(=O)Nc2ccc(C(=O)OC)cc2)NC1=O (stereo not drawn) | i | i | i | i | i | i | -0.2 | i | -10.5 | -0.3 | i
c1ccc(Nc2nc(Nc3ccccc3)nc(N3CCNCC3)n2)cc1 | i | i | i | i | i | i | 0.7 | i | 3.4 | 10.7 | i
Cc1cc(C(F)(F)F)nc(SCC(=O)NC2=NC(=O)C(C)S2)n1 (stereo not drawn) | i | i | i | i | i | i | -0.1 | i | 7.9 | 0.7 | i
CCN(CC)CCn1c2ccc(Cl)cc2c2nc(C)sc21 | -7.92* | i | i | i | i | i | 0.0 | i | -4.7 | -0.4 | i
COc1ccc(-c2cc(-c3ccccc3)c(C#N)c(SCC(=O)Nc3ncc(C)s3)n2)cc1 | i | i | i | i | i | i | 0.2 | i | -1.5 | 14.3 | i
CCOc1cc(C(=O)NC)cc(OCC)c1OCC | i | i | i | i | i | i | · | i | 1.0 | 0.5 | i
CCCCCCC(=O)Nc1ccc(C(=O)N2CCCC2)cc1 | i | i | i | i | i | i | 0.4 | i | 1.7 | 4.2 | i
Cc1cc(/C=N/n2cnnc2)c(C)n1-c1ccc(OCc2ccc(F)cc2)cc1 | i | i | i | i | i | i | 0.5 | i | -4.1 | 26.2 | i
COc1ccc(-n2c(-c3ccc(Cl)cc3)c[nH]c2=S)cc1 | i | i | i | i | i | i | -17.4 | i | 1.1 | 0.7 | i
COc1ccc2nc(C)cc(SCC(=O)O)c2c1 | i | i | i | i | i | i | -0.3&-1.1 | i | 2.1&-3.1 | -3.3&6.2 | i
CCn1c(COc2ccc(Cl)cc2)nnc1SCC(=O)Nc1ccc2c(c1)OCO2 | i | i | i | i | i | i | · | i | · | -12.4 | i
O=C(Nc1ccc(CN2CCOCC2)cc1)c1ccc(-c2ccc(Br)cc2)o1 | i | i | i | i | i | i | 1.8 | i | -0.9 | 0.7 | i
O=C(Nc1cccc([N+](=O)[O-])c1)c1ccncc1 | i | i | i | i | i | i | -0.5 | i | -0.6 | 1.8 | i
Nc1nc(SCC(=O)N2CCCc3ccccc32)[nH]c(=O)c1-c1ccccc1 | -6.49* | i | i | i | i | i | -0.1 | i | 0.1 | -3.6 | i
CCOc1cccc(NCc2cc3c(C(C)(C)C)nn(-c4ccccc4)c3[nH]c2=O)c1 | i | i | i | i | i | i | -0.3 | i | -0.5 | 18.1 | i
CCN1C(=O)N(CC)C2NC(=S)NC21 (stereo not drawn) | i | i | i | i | i | i | -0.2 | i | -5.8 | -0.3 | i
N#CC1=C(S)N=C(N)C(c2nc(-c3ccccc3)cs2)C12CCCC2 (stereo not drawn) | i | i | i | i | i | i | 0.2 | i | 8.6 | 16.9 | i
CN(C)CCCN(C(=O)c1ccc(S(=O)(=O)N2CCCC2)cc1)c1nc2ccc(Br)cc2s1 | i | i | i | i | i | i | -0.8 | i | 10.2 | 0.2 | i
COc1ccc(C(=O)NCCc2nnc(SCc3nc4ccccc4c(=O)[nH]3)n2C)cc1 | i | i | i | i | i | i | -0.3 | i | -0.1 | 4.8 | i
CC(C)(C)NC(=O)Nc1cccc(Cl)c1Cl | i | i | i | i | i | i | 0.0 | i | -7.1 | 0.7 | i
Fc1ccccc1C1CCN(Cc2nc(CC3CC3)no2)C1 (stereo not drawn) | i | i | i | i | i | i | 3.5 | i | -2.2 | -4.0 | i
Cc1nsc2c1ccc1ccccc12 | i | i | i | i | i | i | 0.2 | i | -1.1 | -11.7 | i
N#Cc1ccc(NC(=O)c2cc(=O)c3ccccc3o2)cc1 | i | i | i | i | i | i | -0.4 | i | 0.8 | 6.0 | i
COc1ccc(CCNc2oc(COc3ccccc3Cl)nc2C#N)cc1OC | i | i | -7.26* | i | i | i | -0.4 | i | -6.8 | -1.5 | i
COc1cccc(C(=O)Nc2ccc3[nH]ncc3c2)c1 | i | i | i | i | i | i | 1.8 | i | 9.1 | -0.5 | i
COc1ccccc1NC(=O)c1c([N+](=O)[O-])cnn1C | i | i | i | i | i | i | 0.3 | i | 3.3 | -1.3 | i
COC(=O)c1ccc(NCN2C(=O)C3C4CCC(C4)C3C2=O)cc1 (stereo not drawn) | i | i | i | -5.58* | i | i | -0.1 | i | 2.9 | -2.7 | i
Cc1ccc(CN(C(=O)c2ccco2)C(C(=O)NC2CCCC2)c2ccc(N3CCOCC3)cc2)cc1 (stereo not drawn) | i | i | i | i | i | i | 0.2 | i | 7.2 | 1.7 | i
CCCCN1C[C@H](C)[C@@H](CC(=O)NCc2ccccc2)C1=O | i | i | i | i | i | i | 0.5 | i | 4.8 | 5.6 | i
CCCOc1cccc(-c2cc(C(=O)NNC(=S)NCC)c3ccccc3n2)c1 | i | i | i | i | i | i | 1.4 | i | 10.3 | -17.0 | i
CCN1C(=O)c2ccccc2S(=O)c2ccc(C(=O)N3CCOCC3)cc21 (stereo not drawn) | i | i | i | i | i | i | 0.0 | i | 0.0 | -1.5 | i
